# FBW7 activator = activators of human E3 ligase FBW7; Q969H0; AlphaScreen FBW7–phospho-cyclin E peptide binding, activator screen; normalized activity (activation), % at 26.1 µM; 0.13% of 650,000 active; AID 1259310; in the data active = normalized activity above about 1.9%;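 also: purified mutant Fbw7 with reduced substrate affinity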
# Target sequence (Q969H0 whole entry, looked up): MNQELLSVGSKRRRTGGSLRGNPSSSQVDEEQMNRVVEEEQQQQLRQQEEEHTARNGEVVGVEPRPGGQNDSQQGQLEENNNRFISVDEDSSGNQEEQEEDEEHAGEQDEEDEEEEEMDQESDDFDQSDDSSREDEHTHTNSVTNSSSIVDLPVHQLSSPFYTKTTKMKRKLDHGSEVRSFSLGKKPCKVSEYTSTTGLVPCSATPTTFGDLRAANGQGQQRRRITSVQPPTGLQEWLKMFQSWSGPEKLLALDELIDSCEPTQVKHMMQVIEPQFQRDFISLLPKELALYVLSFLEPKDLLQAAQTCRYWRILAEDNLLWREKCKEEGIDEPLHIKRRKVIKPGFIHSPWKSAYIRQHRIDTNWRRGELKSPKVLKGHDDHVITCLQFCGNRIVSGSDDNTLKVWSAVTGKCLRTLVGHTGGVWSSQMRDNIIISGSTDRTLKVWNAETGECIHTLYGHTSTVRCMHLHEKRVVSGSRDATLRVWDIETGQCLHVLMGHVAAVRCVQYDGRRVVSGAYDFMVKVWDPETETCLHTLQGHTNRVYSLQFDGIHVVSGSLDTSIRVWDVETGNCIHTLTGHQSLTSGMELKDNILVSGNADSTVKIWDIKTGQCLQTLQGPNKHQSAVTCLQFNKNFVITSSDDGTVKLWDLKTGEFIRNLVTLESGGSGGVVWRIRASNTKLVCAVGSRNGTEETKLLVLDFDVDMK
# GPR151 activ = activators of human GPR151. Q8TDV0. 1% of 650,000 active. AID 1508602. PathHunter beta-arrestin GPR151 cells, luminescence. activation, % at 11.2 µM; in the data active = activation above about 4.9%;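 also: 0% = median of compound wells and 100% = cells with positive control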
# Target sequence (Q8TDV0 whole entry, looked up): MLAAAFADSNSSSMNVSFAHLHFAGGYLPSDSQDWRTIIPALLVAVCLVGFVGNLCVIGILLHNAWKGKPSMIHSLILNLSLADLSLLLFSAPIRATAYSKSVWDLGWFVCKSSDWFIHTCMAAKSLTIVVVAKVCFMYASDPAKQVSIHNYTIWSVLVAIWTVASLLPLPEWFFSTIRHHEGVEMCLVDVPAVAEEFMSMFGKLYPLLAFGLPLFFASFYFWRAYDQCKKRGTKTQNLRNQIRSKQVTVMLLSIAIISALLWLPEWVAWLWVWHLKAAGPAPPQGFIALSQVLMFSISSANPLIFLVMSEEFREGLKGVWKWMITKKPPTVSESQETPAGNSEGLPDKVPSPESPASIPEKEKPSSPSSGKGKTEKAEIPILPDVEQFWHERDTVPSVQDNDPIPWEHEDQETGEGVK
# MITF inh = blocks human microphthalmia-associated transcription factor; O75030; AID 1259374; 0.91% of 650,000 active; inhibition, % at 2.6 µM; AlphaScreen MITF homodimerization, bead proximity signal; in the data active = inhibition above about 50%;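 also: 0% = vehicle wells with protein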
# TEAD-YAP block = TEAD-YAP interaction inhibition; HEK-TIYL cells, TEAD-Gal4/YAP UAS-luciferase luminescence; inhibition, % at 9.12 µM; 1.4% of 640,000 active; AID 1259422; in the data active = inhibition above about 32%;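 also: 0% = median of test compound wells and 100% = reference inhibitor wells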
# Numbers without * were called inactive; · = no result given.
# Values run as follows: FBW7 activator, GPR151 activ, MITF inh, TEAD-YAP block
Oc1ccc(CNc2cccc(Br)c2)c2cccnc12
    -1.0, -1.1, 27, 1
Oc1ccc(Br)cc1/C=N/NC1=NCCCCC1
    -0.1, -1.8, 11, -2
N[C@@H](CO)C(=O)O
    0.1, -1.7, 21, ·
O=c1[nH]c(-c2sc3ncccc3c2O)nc2cc(Cl)ccc12
    0.0, -1.3, -6, -2
O=C(O)CCn1c(O)c(C2=c3cc(Br)ccc3=NC2=O)sc1=S
    -0.1, -1.3, 4, 5
COc1ccc(CNC(=O)CN(c2ccc(Cl)c(Cl)c2)S(C)(=O)=O)cc1
    0.3, -1.9, -5, 10
COc1ccc(C2CC(=O)C3=C(C2)NC(C)=C(C(=O)OCCOc2ccccc2)C3c2ccccc2OCc2ccccc2)cc1 (centres undefined)
    0.2, -0.5, 4, 11
COCCNC(=O)CSc1nc(-c2ccccc2OC)nc2c1c(=O)n(C)c(=O)n2C
    0.1, 1.3, 12, 4
COc1ccc(Br)cc1C(=O)N/C(=C\c1cccc([N+](=O)[O-])c1)C(=O)Nc1ccc(C)c(Cl)c1
    -0.1, 1.5, -3, -2
Cc1cc(C)n2ncc(C(=O)N3CCN(c4ccc(F)cc4)CC3)c2n1
    -0.1, -0.7, 5, -3

# Next records.
# Values run as follows: FBW7 activator, GPR151 activ, MITF inh, TEAD-YAP block
CCN(CC#CCC(C)OCCC#N)c1ccccc1 (centres undefined)
    -0.5, -0.5, -9, 7
CCOC(=O)C1=C(C)NC(=S)NC1c1c(OC)ccc2ccc(OC)cc12 (centres undefined)
    0.2, -0.9, -4, 2
Cc1noc(C)c1NC(=O)NCCN1CCOCC1
    -0.1, -0.5, -4, -4
CCCn1c(N)c(N(CCOC)C(=O)c2ccccc2C(F)(F)F)c(=O)[nH]c1=O
    -0.1, 0.4, -13, 9
O=C1OCCN1c1ccc(Nc2nccc(-c3cncc(N4CCOCC4)c3)n2)cc1
    -0.3, 0.9, 0, 39*
CCc1ccc(C2C(C(=O)OC)=CNC=C2C(=O)OC)cc1
    0.3, 0.0, -8, -5
CCN(CC)S(=O)(=O)c1ccc2c(c1)nc(-c1cc(C#N)n(C)c1C)n2C
    -0.1, 0.1, -3, -1
Cc1[nH]c2ccccc2c1CCNC(=O)c1ccccc1NC(=O)c1cccs1
    -0.1, -0.8, 4, -3
CC(O)C(=O)NS(=O)(=O)c1ccc(C(C)C)cc1 (centres undefined)
    0.3, 0.3, 7, 18
CSc1ncccc1C(=O)OCc1ccc(Br)cc1
    0.2, -0.3, -15, -2

# Continued, starting with the last four of the part before.
# Values run as follows: FBW7 activator, GPR151 activ, MITF inh, TEAD-YAP block
CCN(CC)S(=O)(=O)c1ccc2c(c1)nc(-c1cc(C#N)n(C)c1C)n2C
    -0.1, 0.1, -3, -1
Cc1[nH]c2ccccc2c1CCNC(=O)c1ccccc1NC(=O)c1cccs1
    -0.1, -0.8, 4, -3
CC(O)C(=O)NS(=O)(=O)c1ccc(C(C)C)cc1 (centres undefined)
    0.3, 0.3, 7, 18
CSc1ncccc1C(=O)OCc1ccc(Br)cc1
    0.2, -0.3, -15, -2
Cc1ccc(S(=O)(=O)N(CC(N)=O)c2ccc(Cl)c(Cl)c2)cc1
    0.0, 0.2, -18, -2
CCOC(=O)C1=C(O)/C(=C/c2ccc(O)c(OC)c2)SC1=Nc1ccc([N+](=O)[O-])cc1
    0.0, 0.3, 6, -4
O=C(NC1CC1)c1cnc(Br)s1
    0.0, -0.4, 5, -5
COc1cc(OC)cc(C(=O)Nc2cc(C(=O)N3CCc4ccccc4C3)ccc2N2CC3CC(C2)c2cccc(=O)n2C3)c1 (centres undefined)
    -0.1, -0.1, -9, -15
O=C(NCCO)Nc1ccc2nc(-c3ccco3)c(-c3ccco3)nc2c1
    -1.3, 0.0, 89*, 8
Nc1c(Cl)cc(N=Cc2ccc(O)cc2)cc1Cl
    0.0, 1.4, 9, 7
O=C(CCC(=O)N1CCC[C@@H]2CN(Cc3ccsc3)CC[C@H]21)c1ccccc1
    0.1, 0.1, -1, -11
O=C(On1c(C2CCCCC2)nc2ccccc2c1=O)c1ccccc1F
    -0.3, -0.1, 0, -1
CN(CCc1ccccn1)c1ccc([N+](=O)[O-])cn1
    -0.1, 0.6, -5, 0
Cn1c(=O)n(Cc2c(F)cccc2Cl)c(=O)c2c1nc1n2CCCN1Cc1ccco1
    -0.3, 1.2, 2, -14

# More entries follow:
# Values run as follows: FBW7 activator, GPR151 activ, MITF inh, TEAD-YAP block
CCOc1ccc(Nc2n[nH]c(=S)n2-c2ccc(OCC)cc2)cc1
    -0.1, 6.3*, 0, 4
N#Cc1c(NC(=O)Cc2ccc([N+](=O)[O-])cc2)sc2c1CCCCCC2
    0.2, -0.2, 14, -3
CCC(CC)C(=O)Nc1cccc(I)c1
    0.1, -0.9, -3, -5
O=C(Nc1cccc(C(F)(F)F)c1)Nc1ccc(N2CCOCC2)c2nonc12
    0.1, 0.5, 20, 2
COc1ccccc1C(=O)Nc1ncc(Cc2ccccc2)s1
    1.5, -0.6, 27, -36
CC(=O)N/C(=C\c1ccc(F)cc1)C(=O)NC(C(=O)O)C(C)C (centres undefined)
    0.4, 2.4, 16, -5
O=C(NCc1ccccc1)c1cnc(Nc2ccccc2)s1
    0.1, -2.5, -5, 4
CCOC(=O)c1sc(NC(=O)c2cccs2)nc1C
    0.1, 0.1, 3, -25
O=C1CCCN1CCn1cnc2c(Nc3ccc(N4CCOCC4)cc3)nc(Nc3ccccc3)nc21
    -0.1, -2.2, 13, -22
CN1CCN(S(=O)(=O)c2ccc(NC(=O)c3ccc(Cl)cc3Cl)cc2)CC1
    0.0, 0.7, -1, -4

# Following part
# Values run as follows: FBW7 activator, GPR151 activ, MITF inh, TEAD-YAP block
CCOC(=O)c1cccc(NC(=O)OCc2ccccc2)c1
    0.0, -0.9, 17, -22
COc1cc(/C=N/NC(=O)c2ccoc2C)c([N+](=O)[O-])cc1OC
    0.0, -0.6, -3, -24
CC(C)c1ccc(NC(=O)C2C3C=CC4(O3)C2C(=O)N(C(C)(C)C)C4C(=O)NC2CCCCC2C)cc1 (centres undefined)
    -0.1, 2.1, -10, 0
COC1Cc2ccccc2N(C(N)=O)c2ccccc21 (centres undefined)
    0.1, 1.7, -13, -6
CCCc1ccc2c(N)c(C(N)=O)sc2n1
    0.5, -0.4, 12, -11
CN(CCc1ccccc1)Cc1ccc(C(=O)NC2CCC(O)CC2)c(=O)[nH]1 (centres undefined)
    0.1, -0.5, 9, 9
O=C(NCCSCc1ccccc1)c1ccc2c(=O)n(Cc3ccccc3)c(=S)[nH]c2c1
    -0.1, 0.0, 5, -2
CN(c1ccc(Br)cc1)S(=O)(=O)c1ccc2[nH]cc(C(=O)NC3CCCC3)c(=O)c2c1
    0.0, -1.1, 1, 9
COc1ccccc1NC(=O)CCc1nc(-c2ccc(C(C)(C)C)cc2)no1
    0.3, -2.0, -1, 71*
CS(=O)(=O)N(CC(=O)NCCSC1CCCCC1)c1cccc2ccccc12
    0.0, -0.9, 4, 9

# Further records follow.
# Values run as follows: FBW7 activator, GPR151 activ, MITF inh, TEAD-YAP block
CCOc1cc(-c2noc(CCCC(=O)Nc3ccccc3)n2)ccc1OC
    -0.1, 0.8, 0, 1
O=C(NCCCN1CCOCC1)c1ccc2c(=O)n(Cc3ccc4c(c3)OCO4)c(=S)[nH]c2c1
    -0.1, -0.7, 2, -6
O=C1c2ccccc2-c2onc3c(N4CCCCC4)cc(NCCN4CCOCC4)c1c23
    -0.5, 0.8, 23, 32
C=CCNCCOc1ccc(C)cc1Br
    0.1, -0.4, 47, 0
C(=C\c1ccccc1)/C=N/Nc1nc2ccccc2[nH]1
    -0.8, -2.0, 36, 13
CC(C)(C)c1ccc(S(=O)CSc2nc(-c3cccs3)cc(-c3ccccc3)c2C#N)cc1 (centres undefined)
    0.0, -0.3, 13, -1
OC(COCc1ccc2c(c1)OCO2)CN1CCN(c2ccccn2)CC1 (centres undefined)
    0.1, 0.7, -1, -4
CCOC(=O)c1sc(NC(=O)CSc2nnc(CNC(=O)c3ccc(C)c([N+](=O)[O-])c3)n2C)c(C(=O)OCC)c1C
    0.1, -0.4, -3, 8
Cc1ccc(CNS(=O)(=O)c2ccc3c(c2)SCC(=O)N3)cc1
    0.1, -1.4, 5, 3
Cc1c(C(=O)N2CCC(C#N)CC2)sc2ncnc(N3CCN(c4ccccc4F)CC3)c12
    -0.3, 0.2, 8, 2

# Other records
# Values run as follows: FBW7 activator, GPR151 activ, MITF inh, TEAD-YAP block
COc1ccc(OC)c(CNS(=O)(=O)c2ccc3c(c2)oc(=O)n3C)c1
    0.0, -0.6, 2, 20
Clc1ccc(Oc2ccc(/C=C/c3ccccc3)cc2)cc1
    0.1, -0.4, 4, 3
CCc1ccccc1NC(=O)CSc1nccn2nc(-c3ccc(C)cc3)cc12
    0.0, 3.9, -1, -8
Cc1cccc(C(=O)NC(=S)Nc2ccc(N3CCOCC3)cc2)c1
    0.0, -1.3, 13, -19
O=C(CCc1ccccc1)NCC1CCCN(Cc2ccon2)C1 (centres undefined)
    0.4, 1.7, 10, 4
CN(C)c1ccc(NC(=O)CCc2ccccc2)cc1
    0.3, -1.9, -1, -70
Cc1cccc(C2c3[nH]c4ccccc4c3CCN2C(=O)c2nonc2C)n1 (centres undefined)
    -0.2, -0.3, 3, -3
Cc1ccc(-n2[nH]c(C)c(C=Nc3ccc(S(N)(=O)=O)cc3)c2=O)c(C)c1
    -0.4, 0.5, 2, 10
CC1CCC2(CC1)NC(=O)N(CN1CCCC(C)C1)C2=O (centres undefined)
    0.0, -0.6, 3, 8
CC(=O)Nc1ccc(Nc2nc(NCCCN3CCCC3=O)nc3c2ncn3-c2ccccc2)cc1
    0.0, 0.7, -5, 15

# Continued:
# Values run as follows: FBW7 activator, GPR151 activ, MITF inh, TEAD-YAP block
CCOC(=O)c1cnn(-c2nc3ccccc3s2)c1CN(CC)Cc1ccncc1
    0.1, -0.3, -4, -15
CCOC(=O)C1CCN(C(=O)c2ccc(N3CC4CC(C3)c3cccc(=O)n3C4)c(NC(=O)c3ccc(C(C)(C)C)cc3)c2)CC1 (centres undefined)
    0.0, -2.6, 67*, 3
O=S(=O)(c1ccc2c(c1)OCCO2)N1CCC(c2nc(-c3ccncc3)no2)CC1
    -0.1, 0.2, 0, -5
COC(=O)c1c(NC(=O)/C=C\C(=O)O)sc(C)c1C
    0.1, 14*, 21, -1
CSc1nc2c(sc(=S)n2-c2ccc(C)c(C)c2)c(=O)n1-c1ccccc1C
    -0.8, 0.3, -1, -26
N#CSc1ccc(NC(=O)CCl)c(Cl)c1
    -0.2, 0.7, 0, 20
OCCC1CN(Cc2cc3ccccc3o2)CCN1C1CCCC1 (centres undefined)
    -0.1, 1.0, -3, 9
OCc1ccc(-c2cnc3ccc(NCc4cccc(Cl)c4)nn23)cc1
    -0.2, -0.1, 1, 5
CC(=O)c1ccc(S(=O)(=O)Nc2cccc(Cl)c2Cl)cc1
    0.2, -0.1, 13, 7
CCOC(=O)CNC(=O)c1cc2c(s1)-c1ccccc1OC2
    0.2, -0.1, 0, 5

# Next section
# Values run as follows: FBW7 activator, GPR151 activ, MITF inh, TEAD-YAP block
O=[N+]([O-])c1ccc(N2CCN(CCOc3nonc3-c3ccccc3)CC2)c2ncccc12
    0.4, 0.1, 12, 5
O=C(O)c1ccc(NC(=O)c2ccc(Cl)c(S(=O)(=O)N3CCOCC3)c2)cc1
    -0.1, -1.4, 9, 1
C#CCOC(=O)/C(=C/c1ccc(F)cc1)NC(=O)c1ccccc1
    -0.6, 0.6, 3, -16
Cc1ccc(N(C(C)C(=O)Nc2ccc(Cl)cc2)S(C)(=O)=O)cc1C (centres undefined)
    0.0, 0.8, 2, 3
CC1(C(=O)n2nnc3ccccc32)CC2C=CC1C2 (centres undefined)
    0.7, -0.8, -1, -1
CCCCN(C)C(=O)c1cc2c(=O)n3ccccc3nc2s1
    0.0, -4.0, 1, 5
O=C(Nc1cccc2ccccc12)C1C(c2ccccc2)=C1c1ccccc1
    -0.1, -0.1, -7, 3
CCOc1ccc(NC(=O)c2sc(N3CCOCC3)nc2-c2ccc(C)cc2)cc1
    0.1, 1.5, 4, -6
CC(=O)N(CCc1ccccc1)C1CCS(=O)(=O)C1 (centres undefined)
    0.0, -0.1, -1, -4
COC(=O)c1c(NC(=O)c2ccc(S(=O)(=O)N3CCCCCC3)cc2)sc2c1CCN(C(C)C)C2
    0.0, 0.4, -20, -4

# The list goes on.
# Values run as follows: FBW7 activator, GPR151 activ, MITF inh, TEAD-YAP block
CCN(CC)S(=O)(=O)c1cc(Br)c(C)cc1C
    0.1, 1.6, 3, -7
CCCCn1cnc2sc3c(c2c1=O)CCC3
    -0.2, 0.3, -9, -8
CS(=O)(=O)N(CC(=O)NCc1ccc(Cl)cc1)c1ccc(Cl)cc1Cl
    0.2, -0.2, 22, -3
CCOCCCN1CNc2c(c(=O)n(C)c(=O)n2C)C1
    0.0, 0.9, 2, 5
COc1ccc(S(=O)(=O)N2CCCC(C(N)=O)C2)cc1 (centres undefined)
    0.1, -0.6, -10, -4
O=C(CSc1ccc(C(F)(F)F)cn1)Nc1cc(F)ccc1F
    0.1, 3.5, 1, -3
COc1ccc(NC(=O)C2=CC(c3ccco3)=NS(=O)(=O)N2C)cc1
    -0.1, -1.6, -4, -12
O=C(O)c1cccc(NS(=O)(=O)c2ccc(O)c(C(=O)O)c2)c1
    -0.2, -0.6, 0, -2
CCOc1ccc2[nH]c(=S)[nH]c2c1
    0.0, 1.5, 3, 5
CCCC/C(C)=N/NC(=O)COc1ccc(C#N)cc1
    -0.1, -0.4, 7, 6
CCOc1ccc2c(=O)c(N3C(=O)c4ccccc4C3=O)c(C)oc2c1C
    0.0, 3.9, -2, 12
CCCOc1ccc(/C=N/N2CCN(Cc3ccccc3)CC2)cc1
    -0.1, 1.9, 15, 8
